Bioassay records: PubChem BioAssay, National Center for Advancing Translational Sciences (NCATS)
KB-3-1 cytotox: kills parental KB-3-1 adenocarcinoma cells; KB-3-1 viability, CellTiter-Glo ATP luminescence, 72 h; Potency, µM (doses to about 46.1 µM), inactives show at the top dose activity change, negative = cytotoxic, most hits filed as cytotoxic; hit rate 1.4% among 400,000; AID 1347075; further: potency means the concentration at half of the fitted maximal effect; on the % scale 0 is the no-effect control and ±100 the full control effect; nearly all actives have a fitted effect of over 60% in size
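Parental KB-3-1 viability, qHTS format: 72 h compound exposure, 37 °C; CellTiter-Glo; media-only wells and DMSO plates as controls; concentration-effect fits on corrected data.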
ATXN viability: reduces viability in counter-screen for ATXN expression inhibitors; hit rate 0.49% among 400,000; Potency, µM (doses to about 56.7 µM), most hits filed as cytotoxic; S2 cells (HEK-293 line with an ATXN2-luciferase reporter) viability, CellTiter-Fluor protease fluorescence, 24 h; further: potency means the concentration at half of the fitted maximal effect; nearly all actives have a fitted effect of over 40% in size
KB-V1 MDR tox: kills drug-selected multidrug resistant KB-V1 cells | KB-V1 MDR cells viability, CellTiter-Glo, 72 h | Potency, µM (doses to about 46.1 µM), for the others: at the top dose activity change, negative = cytotoxicity, usual class: cytotoxic | hit rate 3.4% among 400,000; further: potency means the concentration at half of the fitted maximal effect; on the % scale 0 is the no-effect control and ±100 the full control effect; nearly all actives have a fitted effect of over 60% in size
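Compound-treated KB-V1 multidrug-resistant cells, 72 h, 37 degrees C; viability by CellTiter-Glo. Fitted qHTS curves give the values.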
MCF10A rereplic: inducers of DNA re-replication in MCF 10A breast cells | MCF 10A DNA re-replication, Hoechst nuclear intensity, 48 h | Potency, µM (doses to about 46.1 µM), inactives show at the highest dose activity, positive = re-replication, actives largely listed as activators | hit rate 2.9% among 350,000; further: potency means the concentration at half of the fitted maximal effect; % of control where 0% means no effect; nearly all actives have a fitted effect of over 50% in size
ATXN2 expr inh: inhibitors of ATXN2 expression; hit rate 0.72% among 360,000; Potency, µM (series often up to 57 µM), for inactives: at the highest dose activity change, negative = inhibition, hits mostly inhibitors; HEK-293 ATXN2-luciferase reporter, luminescence, 24 h; further: potency means the concentration at half of the fitted maximal effect; on the % scale 0 is the no-effect control and ±100 the full control effect; nearly all actives have a fitted effect of over 55% in size
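ATXN2-luciferase reporter cells (luciferase flanked by upstream and downstream ATXN2 gene portions) were treated 24 h at 37 °C with compounds at up to 57 uM. SteadyGlo luminescence gave expression; GF-AFC fluorescence gave viability.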
HT1080 IDH1KD tx: HT-1080 IDH1 knockdown cell toxicity (counter line) | HT-1080 IDH1 knockdown viability, ATP luminescence, 48 h | Potency, µM (doses to about 46.1 µM), for inactives: at the top dose activity, negative = toxicity, hits mostly cytotoxic | hit rate 2% among 360,000 | AID 686971;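 further: potency means the concentration at half of the fitted maximal effect; 0% = DMSO wells and -100% = cell-free medium wells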
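Cytotoxicity counter-line: IDH1KD HT-1080, 48 h, CellTiter-Glo. Curves classed by r2, magnitude and activity.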
HT1080NT lethal: kills 2HG-producing HT-1080-NT fibrosarcoma cells; HT-1080-NT fibrosarcoma viability, CellTiter-Glo ATP luminescence, 48 h; Potency, µM (series often up to 46.1 µM), for the others: at the top dose activity, negative = less viability, hits mostly cytotoxic; hit rate 1.6% among 360,000; AID 686970;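 further: NT is the 2HG producing partner of a matched IDH1 knockdown line; potency means the concentration at half of the fitted maximal effect; 0% = DMSO-treated cells and -100% = media-only wells without cells; nearly all actives have a fitted effect of over 55% in size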
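Toxicity toward the 2HG-producing NT line was scored as %Activity, normalised to DMSO and no-cell wells, from CellTiter-Glo luminescence after 48 hours' treatment.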
SW480 rereplic: inducers of DNA re-replication in SW480 colon cancer cells; SW480 DNA re-replication, Hoechst DNA content imaging, 48 h; hit rate 1.8% among 340,000; Potency, µM (series often up to 46.1 µM), without a hit: at the top dose re-replication activation, usual class: activators; further: potency means the concentration at half of the fitted maximal effect; % of control where 0% means no effect; nearly all actives have a fitted effect of over 55% in size
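Quantitative HTS format with DMSO vehicle controls; 48 hr drug incubation at 37 C, then 40 min Hoechst staining and scanning imager measurement at 405 nm excitation.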
IL-1B inflam inh: inflammasome signaling inhibition, IL-1 beta readout | THP-1 LPS/ATP IL-1B secretion, AlphaLISA, 16 h; active compounds read low | activity change, % at 57.5 µM | hit rate 4.7% among 360,000 | AID 743279; in the data active means activity change below about -50%; inconclusive means mostly about -30% to -49%; further: on the % scale 0 is the no-effect control and ±100 the full control effect
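Secreted IL-1B measured by AlphaLISA bead assay after 16 h compound exposure of THP-1 cells; compounds (final up to 57.5 uM) added 1 h before LPS (250 ng/mL) and ATP (1.25 mM) stimulation; lower signal means less secretion.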
* marks the source's active call; other numbers are inactive results; i = inactive; ? = inconclusive; nt = no result given; [ ] = another dose, or the depositor's remark. Unless noted, the call rests on the fitted dose curve; in most records, active means well fitted curve in the direction sought with a large enough effect; inconclusive means small, poorly fitted or top-dose-only effect, or another doubt; inactive means no such curve, though single readings can be large; an effect the other way counts as inactive or inconclusive.

SMILES	KB-3-1 cytotox	ATXN viability	KB-V1 MDR tox	MCF10A rereplic	ATXN2 expr inh	HT1080 IDH1KD tx	HT1080NT lethal	SW480 rereplic	IL-1B inflam inh
O=[N+]([O-])c1cc(NS(=O)(=O)c2ccc(Cl)nc2)ccc1Cl	-2%	i	?	?	7%	?	?	-8%	-2
CN1CCN(c2ncnc3c2ncn3[C@H]2CN(Cc3cccnc3)C[C@@H](CO)O2)CC1	0%	i	5%	nt	0%	16%	21%	nt	4
CCCCn1c(SCC(=O)Nc2cccc(OC)c2)nc2ccc(N3CCOCC3)cc2c1=O	1%	nt	?	16%	nt	-11%	-3%	-3%	6
NC(=O)CN(c1ccccc1)C1SC(=O)N(Cc2ccccc2)C1=O (configuration not stated)	6%	i	10%	-4%	4%	-3%	5%	-5%	10
NC(=O)c1oc2ccc(Cl)cc2c1NC(=O)CN1CCOCC1	1%	i	-2%	-2%	-4%	1%	4%	-5%	-8
CCCSc1nnc(NC(=O)c2cc(=O)c3ccccc3o2)s1	-1%	i	?	nt	-3%	nt	nt	nt	nt
COn1c(=O)c(-c2ccc(F)cc2)[n+]([O-])c2ccccc21	-6%	nt	?	0%	30%[activator]	18%	7%	-3%	33
O=C(CS(=O)(=O)c1ccc2ccccc2c1)Nc1ccccc1Cl	-3%	i	17%	2%	12%	13%	14%	2%	15
CNc1cccc(-c2ccccc2C(C)=O)n1	0%	i	2%	nt	9%	18%	21%	nt	0
CCOc1ccc(CCNC(=O)COC(=O)COc2ccc(C(C)=O)cc2)cc1OCC	0%	i	-8%	11%	-13%	-7%	-6%	-5%	-3
O=C(CNC(=O)C12CC3CC(CC(C3)C1)C2)N1CCN(S(=O)(=O)c2cccs2)CC1	-2%	i	?	14%	-9%	-7%	-12%	-1%	-5
Cc1cc(NC(=O)CSc2nnc(-c3ccoc3C)o2)no1	-22%	i	-26%	24%	3%	6.3µM*	11µM*	21µM*	18
COc1ccc(OC)c(/C=C(\C#N)c2nc3ccccc3c(=O)[nH]2)c1	-7%	i	?	nt	2%	nt	nt	nt	nt
Cc1ccccc1-c1noc(-c2ccc(N3CCN(C)CC3)c([N+](=O)[O-])c2)n1	3%	i	17%	nt	9%	nt	nt	nt	nt
O=C(NCc1ccco1)C1CC(c2c(Cl)cccc2Cl)=NO1 (configuration not stated)	?	i	?	?	-6%	-17%	3%	?	10
CCCCOc1ccc(/C=N/Nc2cc(N3CCOCC3)nc(C)n2)cc1	-1%	?	-22%	-1%	nt	-3%	1%	-7%	14
Cc1ccnc(NC(=O)c2cccc(S(=O)(=O)Nc3ccc(C)cc3C)c2)c1	1%	i	-19%	?	-17%	-4%	0%	19%	?
Cc1cccc(CN2C(=O)NC(c3ccccc3)(c3ccccc3)C2=O)c1	-10%	i	0%	?	?	?	?	29%	-23
COc1cc(C(=O)N2CCCC(c3nc(-c4cccs4)no3)C2)cc(OC)c1OC (configuration not stated)	-4%	i	-18%	-1%	-3%	-20%	-3%	-8%	15
CC1CCN(CC(=O)Nc2ccc3c(c2)OCO3)CC1	2%	i	8%	10%	15%	10%	14%	-80%[inhibitor]	-20

Some of the entries so far, as labelled records.
O=C(CNC(=O)C12CC3CC(CC(C3)C1)C2)N1CCN(S(=O)(=O)c2cccs2)CC1
- KB-3-1 cytotox = -2%
- ATXN viability = i
- KB-V1 MDR tox = ?
- MCF10A rereplic = 14%
- ATXN2 expr inh = -9%
- HT1080 IDH1KD tx = -7%
- HT1080NT lethal = -12%
- SW480 rereplic = -1%
- IL-1B inflam inh = -5
Cc1cc(NC(=O)CSc2nnc(-c3ccoc3C)o2)no1
- KB-3-1 cytotox = -22%
- ATXN viability = i
- KB-V1 MDR tox = -26%
- MCF10A rereplic = 24%
- ATXN2 expr inh = 3%
- HT1080 IDH1KD tx = 6.3µM*
- HT1080NT lethal = 11µM*
- SW480 rereplic = 21µM*
- IL-1B inflam inh = 18
COc1ccc(OC)c(/C=C(\C#N)c2nc3ccccc3c(=O)[nH]2)c1
- KB-3-1 cytotox = -7%
- ATXN viability = i
- KB-V1 MDR tox = ?
- MCF10A rereplic = nt
- ATXN2 expr inh = 2%
- HT1080 IDH1KD tx = nt
- HT1080NT lethal = nt
- SW480 rereplic = nt
- IL-1B inflam inh = nt
Cc1ccccc1-c1noc(-c2ccc(N3CCN(C)CC3)c([N+](=O)[O-])c2)n1
- KB-3-1 cytotox = 3%
- ATXN viability = i
- KB-V1 MDR tox = 17%
- MCF10A rereplic = nt
- ATXN2 expr inh = 9%
- HT1080 IDH1KD tx = nt
- HT1080NT lethal = nt
- SW480 rereplic = nt
- IL-1B inflam inh = nt

Next structures:
SMILES	KB-3-1 cytotox	ATXN viability	KB-V1 MDR tox	MCF10A rereplic	ATXN2 expr inh	HT1080 IDH1KD tx	HT1080NT lethal	SW480 rereplic	IL-1B inflam inh
Cn1nnnc1SCC(=O)c1c(N)n(C)c(=O)n(C)c1=O	7%	i	10%	0%	-5%	14%	15%	0%	12
CCOc1ccc(Cc2n[nH]c(=S)n2Cc2ccccc2)cc1	0%	i	-10%	-7%	nt	-20%	-4%	3%	-9
O=C(NCc1ccc(F)cc1)c1c2c(nc3ccccc13)CCN(Cc1ccccc1)C2	8%	i	7%	-7%	-14%	21%	17%	-5%	12
Cc1ccc(C(=O)Nc2ccc3cn[nH]c3c2)cc1S(=O)(=O)N1CCOCC1	32%	i	-4%	1%	nt	-5%	0%	-15%	6
Cc1cc(C)nc(Sc2c(C)n[nH]c2C)n1	-1%	i	-5%	10%	5%	3%	-3%	-7%	6
N#Cc1c(-c2ccc(Br)cc2)cc(-c2cccnc2)nc1N	26%	i	-4%	17%	-20%	-2%	3%	-3%	-9
COC(=O)C1=C(C(=O)OC)[C@@H]2Nc3ccccc3[C@@]23C[C@@H](C(=O)OC)N(C(=O)CC(C)C)C3=N1	?	i	-6%	-3%	9%	-3%	-1%	-6%	-4
Cc1ccccc1OCCCN1CCOCC1	-1%	i	12%	-10%	13%	0%	-1%	-2%	0
O=C(CCN1C(=O)c2ccccc2S1(=O)=O)Nc1ccc(F)c([N+](=O)[O-])c1	3%	i	9%	10%	-8%	-3%	-3%	-5%	-15
COC(=O)c1ccc(CSc2n[nH]c(=S)s2)o1	-2%	i	-5%	-1%	7%	3%[9.24 µM]	16%	-3%	-6
CCOCCCNC(=S)N1CCCN(c2nc3cc(C)cc(C)c3cc2C#N)CC1	4%	nt	?	?	?	-29%	?	?	0
O=c1c2c([nH]c3ccccc13)CCCCC2	1%	i	0%	4%	-9%	-5%	?	29%	45
CCc1ccc(N2C=C(C(=O)OC)C(c3cccc4ccccc34)C(C#N)=C2N)cc1 (configuration not stated)	?	nt	?	nt	nt	?	?	nt	-10
COc1ccccc1CNC(=O)CCNC(=O)Cn1ccc2ccccc2c1=O	3%	i	-28%	-5%	-1%	-1%	5%	4%	-2
COc1ccc(Cl)cc1NC(=O)COC(=O)CNC(=O)c1ccc([N+](=O)[O-])c(C)c1	15%	i	-1%	?	5%	15%	20%	-14%	0
Cc1ccc(S(=O)(=O)N2C3CC(c4ccccc4)N(S(=O)(=O)c4ccccc4Cl)CC3C(=O)C[C@H]2c2ccccc2)cc1 (some centres not stated)	-1%	nt	-17%	nt	nt	15%	13%	nt	44
Cc1c(O)ccc2cc(S(=O)(=O)c3ccccc3)c(=O)oc12	-8%	nt	-2%	4.1µM*	-9%	-6%	?	1.8µM*	44
COc1ccccc1-c1sc2ccccc2c1-c1ccc(OCCN2CCOCC2)cc1	0%	i	0%	28%	-16%	?	?	24%	8
CCC1CN(C(=O)N2CCC(C(=O)NCc3ccc(OC)cc3OC)CC2)c2ccccc2O1 (configuration not stated)	-26%	i	-10%	-1%	-17%	-5%	1%	?	-16
CCCCN1C(Nc2ccccc2)=NC[C@@H]1C	15%	i	7%	1%	6%	13%	6%	-16%[9.22 µM]	11
O=C1C=CC(=O)N1c1cccc(-c2ccccc2)c1	-8%	?	0%	21µM*	8%	?	21µM*	?	-65*
CCOC(=O)c1[nH]c(CN2CCN(c3ccc(OC)cc3)CC2)c(C(=O)OCC)c1C	-15%	i	?	?	-13%	?	-22%	?	20
COc1ccccc1C(=O)NCc1nnc(SC(C)C(=O)Nc2nccs2)n1C (configuration not stated)	-4%	i	-16%	0%	9%	5%	8%	-13%	12
CCOC(=O)C(C)Sc1nnc(Cn2c(=O)sc3ccccc32)n1-c1ccccc1 (configuration not stated)	-9%	?	-5%	19%	-17%	-6%	3%	?	-4
O=C(O)CCN1C(=O)c2ccccc2C1=O	0%	i	14%	-1%	-17%	-1%	-1%	-4%	-14
c1csc(CCNc2ncnc3sc4c(c23)CCC4)c1	0%	?	-7%	5%	?	?	-26%	14%	17
CCCS(=O)(=O)N1CCC(C(=O)NCCCOCC)CC1	-4%	i	14%	-10%	-23%	5%	10%	6%	20
Cc1ccc(C(=O)N2CCN(c3ccccc3)CC2)cc1NC(=O)c1ccco1	-3%	i	?	-3%	3%	14%	6%	-5%	i
CCc1cc(=O)[nH]c(SCCC(F)=C(F)F)n1	-4%	?	-9%	-5%	-27%	12%	7%	4%	1
CC1(C(=O)NS(=O)(=O)c2ccc(F)cc2F)CCN1C(=O)Cc1ccccc1Cl (configuration not stated)	-1%	i	-7%	nt	7%	17%	14%	nt	21
COc1ccc(OCc2nn3c(-c4cccc(OC)c4)nnc3s2)cc1	22%	i	-5%	2%	-6%	-3%	0%	-3%	-1
Cc1cnc(C(=O)OCc2ccc(Br)cc2)cn1	7%	i	0%	-8%	-1%	18%	-25%	-6%	-3
O=C(O)CN=C(NS(=O)(=O)c1ccc(Cl)cc1)c1ccc(F)cc1	-2%	i	2%	10%	-14%	20%	26%	-7%	4

Rows were taken by chance (roughly 11% active in at least one column).
